Abeta yeast res – qHTS for compounds that reverse cellular toxicity of Amyloid beta (A-beta) peptide in yeast: Primary Screen. yeast expressing A-beta42, growth rescue, OD600, 48 h; response scale: 0% DMSO, 100% iron-clioquinol control. Potency, µM (top dose mostly 46.1 µM), inactives show at the highest dose growth rescue, usual class: activators. hit rate 0.063% among 410,000. AID 1347071, 2019; note: potency is the fitted concentration of half-maximal effect; nearly all actives have a fitted effect of over 55% in size
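Growth rescue measured by 600 nm absorbance after 48 h yeast culture at 30 C with compound. Values normalized between DMSO and an equimolar ferric chloride plus clioquinol control.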
A549 tox – Nrf2 qHTS screen for inhibitors: counterscreen for cytotoxicity | A549 ARE-Fluc cells, CellTiter-Fluor viability, 18-24 h | Potency, µM (titrated, usually from 46 µM), for inactives: top-dose activity change, negative = cytotoxicity, most hits filed as inhibitors | hit rate 0.16% among 390,000; note: potency is the fitted concentration of half-maximal effect; % is set by controls: 0 for no effect and ±100 for the full control effect
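Cytotoxicity counterscreen: CellTiter-Fluor fluorescence was measured in A549 ARE_Fluc cells after 18-24 h of compound exposure in a concentration series. The subsequent BugLite luminescent read reports ARE-luciferase activity.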
Nrf2 activator – qHTS of Nrf2 Activators; AREc32 ARE-luciferase reporter (MCF7-derived line), luminescence, 24 h; AID 624171, 2012; hit rate 0.31% among 410,000; Potency, µM (series often up to 46.1 µM), without a hit: top-dose activation, hits mostly activators; note: potency is the fitted concentration of half-maximal effect; % of control where 0% means no effect; nearly all actives have a fitted effect of over 65% in size
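AREc32_Fluc, 1000 cells/well, OPTI-MEM + 5% FBS, o/n 37 deg C 5% CO2; 23 nL cpd by pin tool, 24 hr; Steady-Glo 30 min RT, luminescence.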
Mm-Cpn inhibitor – Inhibitors of TCP-1 ring complex (TRiC) of Methanococcus maripaludis (MmCpn): qHTS; Chaperonin Mm-Cpn (Methanococcus maripaludis); purified Mm-Cpn ATPase, ADP Transcreener TR-FRET; Potency, µM (doses to about 76.9 µM), for inactives: at the highest dose activity, negative = inhibition, hits mostly inhibitors; hit rate 0.031% among 330,000; AID 504842, 2011; note: potency is the fitted concentration of half-maximal effect; % is set by controls: 0 for no effect and ±100 for the full control effect; nearly all actives have a fitted effect of over 80% in size
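Measured: ADP formation by purified Mm-CPN. Conditions: 25 nM protein, 10 uM ATP, Tris pH 7.4 with Mg2+, K+ and DTT, 37°C for 30 min. Detection: Transcreener HTRF after 30 min at room temperature.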
Nrf2 block – Nrf2 qHTS screen for inhibitors. A549 ARE-Fluc reporter, luciferase luminescence, 18-24 h. Potency, µM (highest dose often 46 µM), for the others: top-dose activity change, negative = inhibition, actives largely listed as inhibitors. hit rate 2.1% among 360,000. AID 504444, 2011; note: potency is the fitted concentration of half-maximal effect; % is set by controls: 0 for no effect and ±100 for the full control effect; nearly all actives have a fitted effect of over 60% in size
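Concentration-response testing used A549 ARE_Fluc cells at 5000 cells/well. Following an 18-24 h compound incubation, viability was read by fluorescence (Ex 405/Em 525) and luciferase output by luminescence.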
pAkt inh – HTS Assay for Inhibitors of Akt Phophorylation: Primary Screen; Neuro2A IGF-stimulated pAkt S473 HTRF, 20 min; hits give low values; activity change, % for hits at 50 µM; hit rate 0.32% among 360,000; in the data active = activity change below about -80%; inconclusive = mostly about -51% to -80%; note: % is set by controls: 0 for no effect and ±100 for the full control effect
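Neuro2A cells in DMEM with 0.5% FBS, overnight at 37 deg C, given compound at single 50 µM final, then IGF (6 nM final) for 20 min at 37 deg C. Lysed; phospho-Akt Ser473 by HTRF after 24 h, 665/615 ratio.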
CCT chaperon mod – High-Throughput Screening for Modulators of Cytosolic Chaperonin Activity; activity change, % (no concentration beside the values), hits read low; hit rate 0.3% among 360,000; purified chaperonin ATPase assay, HTRF ADP detection, 30 min; AID 651819, 2012; in the data active = activity change below about -30%; note: % is set by controls: 0 for no effect and ±100 for the full control effect
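TRiC (40 or 20 nM final, by batch activity) in 30 mM Tris pH 7.4, 100 mM KCl, 5 mM MgCl2, 1 mM DTT was treated with compound at 76 uM single dose, then 10 uM ATP, 30 min at 37 °C. ADP was read by HTRF Transcreener.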
TGFb inhibitor – qHTS for Inhibitors of TGF-b; HepG2 CAGA-GFP TGF-b/SMAD3 reporter, GFP fluorescence, 18 h; TGF-beta stimulated, 500 pg/mL final; Potency, µM (doses to about 46.1 µM), for inactives: at the highest dose activity, negative = inhibition, hits mostly inhibitors; hit rate 1.2% among 410,000; note: potency is the fitted concentration of half-maximal effect; % is set by controls: 0 for no effect and ±100 for the full control effect; nearly all actives have a fitted effect of over 65% in size
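Per well, imaged GFP fluorescence of HEPG2 CAGA-GFP cells gives the signal; cells get compound, then TGF-beta (500 pg/mL final), 18 h at 37 degrees C; %Activity versus -TGF-beta and +DMSO controls.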
HepG2 tox – qHTS for Inhibitors of TGF-b: Cytotox Counterscreen; hit rate 0.76% among 410,000; Potency, µM (series often up to 46.1 µM), without a hit: at the top dose activity change, negative = cytotoxicity, actives largely listed as cytotoxic; AID 588856, 2011; HepG2 CAGA-GFP viability, ATP luminescence, 18 h; note: potency is the fitted concentration of half-maximal effect; some results filed as inactive show a strong effect at the top dose
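HepG2 CAGA-GFP cells (1000/well, DMEM with 1% FBS) received compound, then TGF-beta at 500 pg/mL final, and were incubated 18 hours at 37 degrees C. Viability was read by CellTiter-Glo luminescence. Media-only wells were set as complete cell-killing and DMSO as no toxicity.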
Active calls of the source: *; i = inactive; ? = inconclusive; nt = not tested or not shown; & = joins results of further samples; [ ] = dose if it differs, or a comment. Unless noted, calls come from the whole dose curve; as a rule, active = well fitted curve in the direction sought with a large enough effect; inconclusive = small, poorly fitted or top-dose-only effect, or another doubt; inactive = no such curve, though single readings can be large; an effect the other way counts as inactive or inconclusive.

SMILES	Abeta yeast res	A549 tox	Nrf2 activator	Mm-Cpn inhibitor	Nrf2 block	pAkt inh	CCT chaperon mod	TGFb inhibitor	HepG2 tox
Cc1cccc(C)c1OCc1cc(C(=O)NC2CCC2)no1	11%	1%	3.0%	-1%	-2%	nt	0.9	2%	7%
CCc1nc(C)cc(N)c1OCc1ccccc1	9%	1%	2.8%	-1%	16%	i	1.3	9%	-2%
Cc1cc(C)c(NC(=O)CSc2ccc(-c3ccccn3)nn2)c(C)c1	-5%&-42%	-6%&4%	-0.1%&-0.8%	-19%	-16%&17%	i	-0.7	26%&23%	1%&-47%
COC(=O)c1cc2sccc2n1Cc1nc(-c2ccc(OC)cc2)oc1C	4%	0%	0.2%	-1%	?	i	0.7	20%	-10%
COC(=O)c1sc(NC(=O)c2ccco2)nc1C	-2%	-6%	?	-2%	22%	i	-2.9	0%	-11%
O=c1c2ccccc2n2cnnc2n1-c1ccccc1	17%	-3%	-0.8%	-4%	5%	i	-0.3	-10%	15%
CCNc1nc(C#N)nc2c1ncn2-c1cc(F)cc(F)c1	-11%	0%&-3%	4.2%	-1%	17%&5%	nt	nt	0%	-2%
O=C(NCCc1csc(-c2cccnc2)n1)c1cccc2ccccc12	-18%	0%	0.3%	-1%	-15%	i	-0.2	5%	-1%
COc1ccc(NC(=O)COc2ccc(N(C)S(=O)(=O)c3ccc(Cl)cc3)cc2)cc1OC	-18%	-9%	2.2%	1%	9.2µM*	i	-0.6	?	-16%
CCOC(=O)C1=C[C@@H](C(C)(C)C)N(S(=O)(=O)c2ccc(C)cc2)[C@H]1c1ccc(OC)cc1	-2%	nt	2.4%	nt	nt	i	1.6	?	-16%
O=C(CSc1oc(-c2ccc(F)cc2)nc1S(=O)(=O)c1ccccc1)NCC1CCCO1 (stereo not drawn)	-6%	3%	0.1%	0%	0%	i	1.2	-14%	8%
O=C(NCCC1=CCCCC1)c1ccc2c(c1)sc1nc(-c3ccc(F)cc3)cn12	6%	-2%	-0.7%	nt	28%	nt	nt	-22%	2%
C=CCOc1ccc(C2=NOC(C(=O)Nc3ccc4c(c3)OCCO4)C2)cc1OC (stereo not drawn)	-6%	-8%	2.9%	-1%	-13%	i	-0.6	-25%	-14%
O=C1[C@@H]2CSCN2C(=O)CN1Cc1cccc(C(F)(F)F)c1	10%	-6%	-1.0%	-5%	0%	i	0.3	0%	-4%
COc1cc2c(cc1OC)C(c1ccccc1)=NCC2	-6%	-8%	0.2%	-2%	-7%	i	-0.4	1%	-10%
O=C(COc1ccccc1C(=O)Nc1ccccc1)c1ccc(F)cc1	-9%	2%	-0.1%	0%	?	i	-1.6	8%	-4%
Nc1ncncc1-c1ccccc1Cl	4%	1%	0.0%	nt	4%	i	-2.3	5%	4%
O=C(Cc1cccc(F)c1)N1CCCC(CO)(Cc2ccc(F)cc2F)C1 (stereo not drawn)	-2%	5%	0.0%	0%	3%	i	0.2	-13%	-2%
O=C1N[C@@H](Cc2ccccc2)C(=O)N2CCC[C@@H]12	-2%	0%	-0.7%	2%	7%	i	-0.1	6%	22%
Cc1ccc(Cn2cc(CCC(=O)NCc3ccccc3F)c3ccccc32)cc1	8%	5%	-1.0%	nt	3%	nt	nt	-1%	-5%
Cc1ccc(SCC(=O)n2nc(C)cc2C)cc1	-7%	6%	1.6%	0%	3%	i	-0.2	-8%	5%
Cc1cc(C)cc(NS(=O)(=O)c2ccc(N3CCCCS3(=O)=O)cc2)c1	-4%	-2%	-1.1%	nt	nt	nt	nt	-19%	-11%
O=C(NNC(=O)c1cc(-c2ccncc2)nc2ccccc12)c1cccc(Cl)c1	-13%	-5%	25%	0%	-6%	i	-0.9	0%	-23%
COc1ccc([N+](=O)[O-])cc1NCC(=O)Nc1cccc(S(=O)(=O)N2CCCC2)c1	5%	-9%	2.7%	3%	?	i	-2.0	?	1%
Cc1c(OC(C)C(=O)NCCCN2CCCC2=O)ccc2c3c(c(=O)oc12)CCCC3 (stereo not drawn)	-19%	11%	-1.0%	-8%	-15%	i	2.5	2%	0%
CCn1c(=O)c([N+](=O)[O-])c(N2CCOCC2)c2ccccc21	-6%	-4%	-0.4%	-1%	-2%	i	-0.3	-14%	-13%
O=C(C[n+]1cccc(CO)c1)Nc1nc2ccccc2s1	4%	-1%	0.3%	-2%	4%	i	-3.6	5%	-12%
Cc1occc1C(=O)Nc1c(F)cc(F)cc1Br	-4%	1%	0.3%	3%	-28%	i	1.2	0%	0%
NC(=NCCc1c[nH]c2ccccc12)NS(=O)(=O)c1ccc(F)cc1	15%	12%	1.3%	1%	-8%	i	0.6	0%	9%
COc1ccc(-n2c(CCc3ccccc3)nnc2SCC(=O)c2ccc(Cl)cc2)cc1	12%	?	0.0%	-4%	?	i	-0.6	?	5%
CCCCN(CC)C(=O)c1cc2c(=O)[nH]c3ccc(C)cc3c2s1	5%	-25%	0.1%	-2%	-4%	i	-2.2	-9%	-12%
CC(C)(C)NS(=O)(=O)c1ccc(OCC(=O)NCc2ccco2)cc1	-10%	-3%	0.2%	-3%	-4%	i	2.3	3%	-5%
COc1ccc(CCC(=O)N(C)CC(=O)Nc2ccc(Cl)c(C(F)(F)F)c2)cc1	?	?	4.9%	-8%	?	i	-4.3	-23%	0%
CCOC(=O)c1ccc(CNC(=O)C2CCCCC2C(=O)OCC(F)(F)F)o1 (stereo not drawn)	8%	5%	-0.9%	0%	18%	i	0.4	10%	5%
O=C(O)c1ccccc1-c1ccccc1C(=O)Nc1cccc(Br)c1	12%	-7%	0.6%	-2%	1%	i	-2.1	1%	-1%
COc1cccc(NC(=S)/C(=C(\[O-])c2ccc(C)c([N+](=O)[O-])c2)[n+]2ccccc2)c1	2%	-4%	3.0%	-2%	2%	i	-1.6	-9%	-20%

Among those listed so far, these contain bromine.
SMILES	Abeta yeast res	A549 tox	Nrf2 activator	Mm-Cpn inhibitor	Nrf2 block	pAkt inh	CCT chaperon mod	TGFb inhibitor	HepG2 tox
Cc1occc1C(=O)Nc1c(F)cc(F)cc1Br	-4%	1%	0.3%	3%	-28%	i	1.2	0%	0%
O=C(O)c1ccccc1-c1ccccc1C(=O)Nc1cccc(Br)c1	12%	-7%	0.6%	-2%	1%	i	-2.1	1%	-1%

(cont.)
SMILES	Abeta yeast res	A549 tox	Nrf2 activator	Mm-Cpn inhibitor	Nrf2 block	pAkt inh	CCT chaperon mod	TGFb inhibitor	HepG2 tox
O=C1CCN1C1(C(=O)NC2CCCCC2)CCCC1	-9%	-2%	-1.0%	3%	17%	i	-1.0	-2%	10%
NNC(=O)Cn1nc(-c2ccccc2)c2ccccc2c1=O	-11%	0%	-0.9%	0%	0%	i	-2.5	8%	11%
Cc1ccccc1-c1cccc([C@@H]2C[C@H]3C(CN2)CON3C)c1 (stereo partly drawn)	-7%	7%	1.2%	nt	-1%	i	-8.7	-2%	-8%
Cc1cc(NC(=O)CSCC(=O)OCc2nnc(-c3ccc(F)cc3)o2)no1	6%	0%	0.7%	-2%	13%	i	-3.1	11%	18%
COc1ccc(NC(=O)CN2C(=O)C(C)(C)c3cc(S(=O)(=O)N4CCCCC4)ccc32)cc1Cl	-3%	?	5.2%	nt	nt	nt	nt	-18%	11%
Cc1sc(NC(=O)c2ccco2)c(CN2CCCCC2)c1C	19%	9%	8.9µM*	0%	18%	i	0.5	-17%	-8%
O=C(NNC(=O)c1cc(O)c(O)c(O)c1)NC1CCCCC1	-9%	-12%	-0.6%	1%	-12%	i	0.2	2%	-21%
N#Cc1c(-c2cccs2)nc(SCC(=O)c2ccc(Br)cc2)[nH]c1=O	1%	-4%	3.1%	-15%	-17%	i	-11	-20%	2%
COc1ccccc1CN1CC(C(=O)NCc2c(F)ccc(C)c2F)CCC1=O (stereo not drawn)	-2%	13%	-0.6%	-2%	?	i	0.5	17%	-22%
O=C(CC12CC3CC(CC(Br)(C3)C1)C2)NCc1ccccc1	-3%	0%	0.1%	-1%	12%	i	-0.2	5%	-2%
CC1(C(=O)NCc2ccc3c(c2)OCO3)CCN1C(=O)CCc1ccc(Cl)cc1Cl (stereo not drawn)	21%	nt	-0.8%[9.22 µM]	nt	nt	i	-0.3	-2%	-1%
COc1ccc(CNC(=O)CN2C(=O)CSc3ccc(S(=O)(=O)N4CCC(C)CC4)cc32)cc1	-2%	0%	1.1%	nt	nt	nt	nt	-6%	-5%
Cc1ccc(/C=N\NC(=O)CNC(=O)C23CC4CC(CC(C4)C2)C3)o1	0%	-2%	0.3%	1%	14%	i	-2.8	-18%	-6%
CC(=O)c1cc(C#N)c(N2CCCC2)nc1C	-23%	0%	-0.2%	-1%	5%	i	1.2	-2%	1%

Quoted from the listing:
Value of O=C(NNC(=O)c1cc(O)c(O)c(O)c1)NC1CCCCC1 in TGFb inhibitor: 2%
Value of Cc1ccccc1-c1cccc([C@@H]2C[C@H]3C(CN2)CON3C)c1 (stereo partly drawn) in HepG2 tox: -8%
Value of COc1ccccc1CN1CC(C(=O)NCc2c(F)ccc(C)c2F)CCC1=O (stereo not drawn) in HepG2 tox: -22%
Value of COc1ccc(NC(=O)CN2C(=O)C(C)(C)c3cc(S(=O)(=O)N4CCCCC4)ccc32)cc1Cl in HepG2 tox: 11%
Value of Cc1sc(NC(=O)c2ccco2)c(CN2CCCCC2)c1C in A549 tox: 9%
